Screens (PubChem)
Tb PFK block: blocks T. brucei phosphofructokinase | Potency, µM (top dose mostly 57.5 µM), without a hit: at the highest dose activity, negative = inhibition, actives largely listed as inhibitors | T. brucei PFK, ADP-Glo luminescence | AID 485367 | actives 0.17% (n = 330,000);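 further: potency means the concentration at half of the fitted maximal effect; 0% = uninhibited 1x PFK enzyme wells and -100% = no-enzyme wells; nearly all actives have a fitted effect of over 60% in size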
Target sequence (O15648 whole entry, looked up): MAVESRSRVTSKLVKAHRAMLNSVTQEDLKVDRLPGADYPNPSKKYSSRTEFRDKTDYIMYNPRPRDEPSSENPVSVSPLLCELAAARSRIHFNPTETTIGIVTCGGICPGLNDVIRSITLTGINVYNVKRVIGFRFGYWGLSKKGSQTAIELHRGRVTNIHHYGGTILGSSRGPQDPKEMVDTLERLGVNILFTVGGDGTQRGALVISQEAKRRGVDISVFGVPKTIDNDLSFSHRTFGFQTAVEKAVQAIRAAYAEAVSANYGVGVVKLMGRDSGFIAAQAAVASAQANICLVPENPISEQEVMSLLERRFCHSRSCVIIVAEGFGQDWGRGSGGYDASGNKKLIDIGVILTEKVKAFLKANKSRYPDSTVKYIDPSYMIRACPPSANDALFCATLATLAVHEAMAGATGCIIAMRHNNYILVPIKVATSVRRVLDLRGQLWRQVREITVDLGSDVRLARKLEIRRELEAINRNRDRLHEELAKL
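In TEA buffer at pH 8.0 with 5 mM MgCl2, enzyme (1.25 nM) converted F6P (0.5 mM) and ATP (0.1 mM) for 45 min at room temperature. ADP product was read by luciferase luminescence.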
RORg inh: inhibitors of mouse ROR gamma transcriptional activity; P51450; Drosophila S2 Gal4-RORgamma UAS-luciferase reporter, 20 h; Potency, µM (doses to about 53.6 µM), inactives show top-dose activity change, negative = inhibition, hits mostly inhibitors; actives 5.4% (n = 310,000); AID 2551; further: potency means the concentration at half of the fitted maximal effect; on the % scale 0 is the no-effect control and ±100 the full control effect; nearly all actives have a fitted effect of over 60% in size
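Luminescence from a UAS-regulated Photinus luciferase reporter in stably transfected Drosophila Schneider cells is measured; decreased signal marks ROR gamma inhibition. Fusion expression is induced by 700 uM copper sulfate for 20 hr.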
TRPV1 ag: agonists of human vanilloid receptor 1 (TRPV1); Q8NER1; TRPV1-expressing cells, Fluo-8 calcium influx, agonist mode; activation, % at 8.33 µM; actives 0.19% (n = 320,000); in the data active means activation above about 80%; inconclusive means between about 30% and that limit; further: 0% is about no effect
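Fluo-8 calcium influx in TRPV1-expressing cells, kinetic read (ex 480/em 520 nm). Compound added and read 3 min for agonist activity, followed by capsaicin at EC20 final and 2 min further read for enhancement.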
ELG1 DNA repair: ELG1-dependent DNA repair inhibition | HEK293T ELG1-luciferase reporter, luminescence, 16 h; DNA damage induced by 5-fluorouridine | Potency, µM (series often up to 46.1 µM), for the others: at the top dose activity change, negative = inhibition, hits mostly inhibitors | actives 2.3% (n = 330,000); further: potency means the concentration at half of the fitted maximal effect; on the % scale 0 is the no-effect control and ±100 the full control effect; nearly all actives have a fitted effect of over 55% in size
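Cells (2,000 per well) received 5-fluorouridine plus test compound or DMSO and were incubated 16 hr at 37 °C, 5% CO2. Luciferase activity was read by luminescence 30 min after ONE-Glo addition; signal suppression marked inhibition of damage-induced ELG1 function.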
p53 reactivator: mutant p53 re-activation in reporter cells. H1299 p53-A138V BP100-luciferase reporter, luminescence, 24 h. Potency, µM (series often up to 92.2 µM), for the others: top-dose activity change, positive = activation, hits mostly activators. actives 0.063% (n = 320,000). AID 504706; further: potency means the concentration at half of the fitted maximal effect; % of control where 0% means no effect; nearly all actives have a fitted effect of over 45% in size
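p53-null H1299 cells stably carrying temperature-sensitive p53-A138V and a BP100-luciferase reporter were pinned with compounds (4-point, 1:5 series) and held 24 hrs at 37 deg C. Luminescence was read 10 min after detection reagent.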
Gal4-VP16 FLuc: inhibits Gal4-VP16 luciferase reporter, ROR gamma counter-screen. Potency, µM (top dose mostly 53.6 µM), inactives show top-dose activity, negative = inhibition, usual class: inhibitors. actives 3.5% (n = 310,000). Drosophila S2 Gal4-VP16 UAS-luciferase, luminescence, 20 h. AID 2546;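 further: Gal4-VP16 expression switched on by copper sulfate through the metallothionein promoter; potency means the concentration at half of the fitted maximal effect; on the % scale 0 is the no-effect control and ±100 the full control effect; nearly all actives have a fitted effect of over 50% in size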
FLuc modulator: counter-screen for miR-21 project: firefly luciferase inhibitors or activators; P08659; purified FLuc, Km substrates, luminescence inhibition; Potency, µM (top dose mostly 57.5 µM), inactives show at the highest dose activity change, negative = inhibition, hits mostly inhibitors; actives 6.9% (n = 360,000); AID 588342;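 further: potency means the concentration at half of the fitted maximal effect; plate controls were vehicle for no effect and reference inhibitor for full effect; nearly all actives have a fitted effect of over 55% in size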
Target sequence (P08659 whole entry, looked up): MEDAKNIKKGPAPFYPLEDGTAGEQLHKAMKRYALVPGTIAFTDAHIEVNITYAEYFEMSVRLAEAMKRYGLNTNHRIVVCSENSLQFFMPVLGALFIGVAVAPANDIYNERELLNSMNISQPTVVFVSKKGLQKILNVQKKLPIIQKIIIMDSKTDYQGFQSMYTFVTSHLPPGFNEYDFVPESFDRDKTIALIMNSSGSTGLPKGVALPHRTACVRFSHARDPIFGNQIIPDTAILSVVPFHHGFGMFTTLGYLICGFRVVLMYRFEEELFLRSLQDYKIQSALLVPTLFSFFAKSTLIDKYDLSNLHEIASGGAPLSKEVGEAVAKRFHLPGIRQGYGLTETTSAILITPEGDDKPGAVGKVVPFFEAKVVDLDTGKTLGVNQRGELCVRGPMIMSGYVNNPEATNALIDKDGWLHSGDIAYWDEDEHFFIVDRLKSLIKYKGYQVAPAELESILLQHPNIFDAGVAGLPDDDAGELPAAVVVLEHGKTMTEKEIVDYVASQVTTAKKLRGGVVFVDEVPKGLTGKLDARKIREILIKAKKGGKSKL
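Purified P. pyralis luciferase (10nM final) with 10uM D-luciferin and 10uM ATP (Km levels) in 50mM Tris acetate pH 7.5, 10mM Mg acetate, 0.01% Tween-20, 0.05% BSA; qHTS 6-point titration, ~60 µM downward; luminescence read.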
ELG1 genotox: inducers of genotoxicity in HEK293T ELG1-luciferase cells. actives 1.3% (n = 330,000). Potency, µM (series often up to 46 µM), for the others: at the top dose activity change, positive = activation, usual class: activators. HEK293T ELG1-luciferase reporter, luminescence, 16 h; further: potency means the concentration at half of the fitted maximal effect; % of control where 0% means no effect; nearly all actives have a fitted effect of over 60% in size
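Screening used a luciferase reporter fused to human ELG1 in HEK293T cells. Luminescence was read on a CCD plate imager after 16 hr exposure and 30 min ONE-Glo incubation.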
Rab9 prom act: Rab9 promoter activation. Huh7 Rab9 promoter-luciferase reporter, luminescence, 24 h. Potency, µM (series often up to 9.22 µM), for the others: at the top dose activation, negative = inhibition, hits mostly activators. actives 2.8% (n = 320,000). AID 485297; further: potency means the concentration at half of the fitted maximal effect; % of control where 0% means no effect; nearly all actives have a fitted effect of over 60% in size
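Promoter activation is measured as luciferase luminescence in Huh7 cells stably transfected with a Rab9 promoter–luciferase construct, following 24 h compound exposure at 37 °C and 10 min reagent incubation at ambient temperature.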
BRCA1 expr act: increases BRCA1 expression; MCF7-BRCA1-FFLuc reporter, luminescence, 48 h; response scale: scaled: vehicle 0%, 10 µM genistein 100%; Potency, µM (doses to about 46.1 µM), for the others: at the highest dose activation, hits mostly activators; actives 1.1% (n = 380,000); AID 624202; further: potency means the concentration at half of the fitted maximal effect; nearly all actives have a fitted effect of over 80% in size; some results filed as inactive show a strong effect at the top dose
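Quantitative HTS in MCF7 cells stably reporting BRCA1 expression via firefly luciferase. Compound treatment lasts 48 h at 37 °C in phenol-red free MEM. Activation is expressed relative to genistein at 10 microM and DMSO.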
NPC1 prom act: activates the NPC1 promoter | Huh7 NPC1 promoter luciferase reporter, 24 h | Potency, µM (top dose mostly 9.22 µM), for inactives: at the top dose activation, most hits filed as activators | actives 2.4% (n = 320,000);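 further: potency means the concentration at half of the fitted maximal effect; % of control where 0% means no effect; nearly all actives have a fitted effect of over 60% in size; reporter is driven by a mutant NPC1 promoter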
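Luciferase expression driven by the NPC1 promoter was measured in stably transfected Huh7 cells after a 24 h compound incubation, using a luciferase reagent and a luminescence read.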
An asterisk follows results filed as active; ? = inconclusive; . = no result given; [ ] = another dose, or the depositor's remark. Unless noted, the call rests on the fitted dose curve; in most records, active means well fitted curve in the direction sought with a large enough effect; inconclusive means small, poorly fitted or top-dose-only effect, or another doubt; inactive means no such curve, though single readings can be large; an effect the other way counts as inactive or inconclusive.

# | structure | Tb PFK block | RORg inh | TRPV1 ag | ELG1 DNA repair | p53 reactivator | Gal4-VP16 FLuc
1 | COc1ccc(N2CCN(/C(=N\S(=O)(=O)c3ccccc3)Nc3nc(C)cc(C)n3)CC2)cc1 | 1% | 0% | 1 | -3% | -6% | 6%
2 | N#CCC(=O)Nc1ccc(C(=O)OCC(=O)Nc2cccc(C(F)(F)F)c2)cc1 | -3% | ? | 1 | 11% | -4% | 19%
3 | CCCOc1ccc(-c2nnn(CC(=O)OCC)n2)cc1 | 1% | -9% | 27 | 7% | -3% | -2%
4 | Cn1c(=O)c(C(=O)NCCO)c(O)c2ccccc21 | -4% | -8% | -4 | 9% | 6% | -9%
5 | CC(SC1=Nc2ccccc2C2CC=NN12)C(=O)NC1(C#N)CCCCC1 (centres undefined) | 3% | . | 9 | 15% | -8% | .
6 | COc1cc(-c2cc(C(F)(F)F)n3ncc(C(=O)O)c3n2)cc(OC)c1OC | 1% | -3% | -1 | 4.1µM* | -1% | 2%
7 | Cc1ccccc1OCC(=O)Nc1cc(S(=O)(=O)N2CCOCC2)ccc1N1CCCC1 | -1% | . | 4 | ? | -6% | .
8 | CN(C)CCN1C(=O)C(=O)/C(=C(/O)c2ccccc2)C1c1ccccc1F (centres undefined) | 0% | 8% | -5 | 4% | 8% | -7%
9 | CCOC(=O)c1cnc(-n2[nH]c(C)c(Cc3ccccc3)c2=O)[nH]c1=O | ? | -41% | -2 | -26% | 18% | -4%
10 | Cc1ccc(NC(=S)NC(=O)c2ccc(F)cc2)cc1S(=O)(=O)Nc1cccc(Cl)c1 | -1% | -20% | -1 | ? | 10% | -2%

# | FLuc modulator | ELG1 genotox | Rab9 prom act | BRCA1 expr act | NPC1 prom act
1 | -1% | 5% | -3% | -19% | 5%
2 | -1% | 8% | 1% | -28% | -2%
3 | ? | 1% | 2% | 3% | 12%
4 | -7% | ? | 1% | -21% | -2%
5 | 5% | 0% | -5% | -29% | -7%
6 | 5% | 3% | 2% | 14% | 0%
7 | 9% | -1% | -12% | -10% | 0%
8 | 4% | 1% | 7% | 0% | 0%
9 | ? | -3% | 1% | -31% | -1%
10 | -2% | -9% | -23% | -84% | -30%

Going on with the list:
# | structure | Tb PFK block | RORg inh | TRPV1 ag | ELG1 DNA repair | p53 reactivator | Gal4-VP16 FLuc
11 | Cc1ccc(Nc2nnc(SC/C(O)=C(\C#N)c3nc4ccccc4[nH]3)s2)c(C)c1 | 5% | ? | -2 | -18% | -19% | ?
12 | COc1ccc(NS(=O)(=O)c2ccc(N3CCCC3)c(N)c2)cc1 | -4% | -1% | 0 | ? | 3% | ?
13 | COc1cccc(NC2=C(Cl)C(=O)OC2OC(=O)c2ccco2)c1 (centres undefined) | -3% | ? | 24 | 16% | ? | -8%
14 | Cc1cc(C(=O)C(C)OC(=O)c2cnccn2)c(C)n1-c1ccccc1 (centres undefined) | 13% | . | 2 | ? | 19% | .
15 | Cc1csc(NC(=O)COc2ccc3c(c2)CCC3)n1 | -13% | . | ? | ? | ? | .
16 | COCCNC(=O)Cn1c(=O)n(Cc2ccc(C(=O)NCc3ccco3)cc2)c(=O)c2ccccc21 | -3% | 12% | -1 | 3% | 6% | -20%
17 | CCOC(=O)c1c(C)[nH]c(C(=O)COC(=O)c2cnc(C)cn2)c1C | -4% | 7% | -1 | -18% | -10% | 5%
18 | O=C(CN1CCN(Cc2ccc(F)cc2)CC1)Nc1nc2ccccc2s1 | 1% | 7% | 5 | ? | . | -4%
19 | Cc1nc2ccccc2n1CC(=O)NCCN1CCCC1 | -1% | -1% | 2 | -5% | 7% | 5%
20 | CCOc1ccccc1OCC(=O)Nc1ccc(OC)c(S(=O)(=O)N2CCCCC2)c1 | -1% | . | 5 | ? | -1% | .

# | FLuc modulator | ELG1 genotox | Rab9 prom act | BRCA1 expr act | NPC1 prom act
11 | ? | -4% | -2% | -35% | -1%
12 | -4% | -1% | -17% | -8% | -15%
13 | 0% | 11% | -2% | 0% | 0%
14 | ? | ? | ? | 91% | 1%
15 | 12µM* | ? | 3.5µM* | 26% | ?
16 | -3% | 0% | -3% | -2% | -3%
17 | -11% | 1% | -8% | 8% | 2%
18 | 0% | -9% | -5% | -9% | -3%
19 | -2% | -1% | -1% | 18% | -6%
20 | 3% | -4% | -5% | -27% | -2%

The results go on.
# | structure | Tb PFK block | RORg inh | TRPV1 ag | ELG1 DNA repair | p53 reactivator | Gal4-VP16 FLuc
21 | CCCNC(=O)c1ccc(Cn2cc(-c3ccc(OC)cc3)nc2C(C)N)cc1 (centres undefined) | -8% | . | 5 | ? | 18% | .
22 | O=C(COC(=O)CN1C(=O)C2CCCCC2C1=O)NNC(=O)c1ccc(Cl)cc1 (centres undefined) | -4% | . | -2 | 5% | 0% | .
23 | CCCCCCCCCCNC(=O)C(=O)Nc1ccccn1 | 3% | ? | -3 | 16% | 11% | ?
24 | COc1ccc(OC)c(-n2c(-c3cc(-c4ccc(F)cc4)n[nH]3)n[nH]c2=S)c1 | ? | ? | 0 | -2% | 1% | -17%
25 | O=C(N/N=C\c1ccc(Cl)s1)C1COc2ccccc2O1 (centres undefined) | -7% | 0.63µM* | -10 | ? | 4% | 0.89µM*
26 | CC(=NCCN1CCN(C(C)=C2C(=O)c3ccccc3C2=O)CC1)C1=C(O)CC(C)(C)CC1=O | 4% | 3% | 1 | -2% | -9% | 20%
27 | Cc1ccc(C)c(S(=O)(=O)N2CCN(C(=O)c3sccc3C)CC2)c1 | 5% | . | 5 | -15% | -4% | .
28 | CC(C)CNS(=O)(=O)c1ccc(CCC(=O)N2CCC(C(N)=O)CC2)cc1 | 7% | -26% | -1 | -10% | -3% | 0%
29 | C/C(Cc1ccccc1)=N/NC(=O)CCCC(=O)N/N=C(/C)Cc1ccccc1 | -1% | 1% | -1 | 0% | 0% | -4%
30 | O=C(NCC(=O)N(c1cccnc1)C(C(=O)NC1CCCCC1)c1ccccc1)c1ccco1 (centres undefined) | -5% | -1% | -1 | 5% | 2% | -13%

# | FLuc modulator | ELG1 genotox | Rab9 prom act | BRCA1 expr act | NPC1 prom act
21 | ? | 6% | 25% | 11µM* | ?
22 | -1% | 2% | -7% | -12% | 0%
23 | 1% | 10% | -1% | -4% | 5%
24 | 1% | 0% | -9% | -17% | 2%
25 | -15% | 1% | 2% | -20% | -17%
26 | 2% | -2% | -11% | 25% | 0%
27 | -2% | -6% | -8% | -25% | -2%
28 | -1% | 1% | 14% | 5% | -4%
29 | 6% | 10% | -2% | -17% | -4%
30 | 2% | 1% | -2% | 0% | 1%

A stretch taken from the entries so far, as a working copy:
# | structure | Tb PFK block | RORg inh | TRPV1 ag | ELG1 DNA repair | p53 reactivator | Gal4-VP16 FLuc
1 | COc1ccc(N2CCN(/C(=N\S(=O)(=O)c3ccccc3)Nc3nc(C)cc(C)n3)CC2)cc1 | 1% | 0% | 1 | -3% | -6% | 6%
2 | N#CCC(=O)Nc1ccc(C(=O)OCC(=O)Nc2cccc(C(F)(F)F)c2)cc1 | -3% | ? | 1 | 11% | -4% | 19%
3 | CCCOc1ccc(-c2nnn(CC(=O)OCC)n2)cc1 | 1% | -9% | 27 | 7% | -3% | -2%

# | FLuc modulator | ELG1 genotox | Rab9 prom act | BRCA1 expr act | NPC1 prom act
1 | -1% | 5% | -3% | -19% | 5%
2 | -1% | 8% | 1% | -28% | -2%
3 | ? | 1% | 2% | 3% | 12%

Carrying on.
# | structure | Tb PFK block | RORg inh | TRPV1 ag | ELG1 DNA repair | p53 reactivator | Gal4-VP16 FLuc
31 | COc1ccccc1-c1nc2c(c(SCC(=O)N3CCCCC3)n1)Cc1c(CO)cnc(C)c1O2 | 1% | 1% | 3 | 8.2µM* | -9% | -13%
32 | COc1ccc(CNC(=O)COC(=O)C2CCN(S(=O)(=O)c3ccccc3C(F)(F)F)CC2)cc1 | 0% | -12% | 15 | 0% | -2% | -2%
33 | O=C(CSc1nnc(-c2ccc(Cl)cc2)n1Cc1ccco1)NCc1ccc2c(c1)OCO2 | . | ? | 7 | . | . | -14%
34 | O=C(CN1CCCCC1)NCC(=O)Nc1ccc(F)c(F)c1F | -10% | . | -2 | 19% | -11% | .
35 | CCCCCCNC(=O)c1c(O)c2cccc3c2n(c1=O)CCC3 | 3% | 6% | 2 | -1% | 2% | 14%

# | FLuc modulator | ELG1 genotox | Rab9 prom act | BRCA1 expr act | NPC1 prom act
31 | -1% | -8%[9.26 µM] | -1% | -42% | 0%
32 | -1% | -1% | 5% | -5% | 1%
33 | 1% | . | . | -9% | .
34 | . | 4% | 3% | 2% | -2%
35 | 3% | 5% | -5% | -30% | 0%
